tim23-1 inh: inhibits growth of tim23-1 mutant yeast. inhibition, % at 20 µM. S. cerevisiae tim23-1 growth, BacTiter-Glo luminescence, 24 h. 1.3% of 330,000 active;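 active = growth inhibition of the mutant yeast at or above 50%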;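 also: temperature-sensitive mutant grown at 25 °C; plate controls were DMSO-treated mutant yeast for no effect and medium wells lacking yeast for full effect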
CHOP UPR activ: apoptotic UPR (CHOP) activation; CHO-CHOP luciferase reporter, luminescence; percent of tunicamycin response over DMSO baseline; activation, % at 10 µM; 0.34% of 330,000 active; AID 449763;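 active = at 10 µM dose, activation of 40% or more, normalized to positive control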;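 also: 100% = tunicamycin at 10 µg/mL and 0% = DMSO alone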
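System: CHO-CHOP luciferase reporter cell line | Buffer or medium: F12 medium containing 10% fetal bovine serum | Doses: One dose, 10 µM in 0.5% DMSO | Times: 6 h compound exposure at 37 °C after overnight seeding | Signal: Luciferase luminescence | Read-out: % activation vs tunicamycin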
UPR XBP1 act: activators of adaptive arm of unfolded protein response (XBP1); CHO-XBP1 luciferase reporter, IRE1-XBP1 UPR activation, luminescence; percent of tunicamycin response, DMSO as zero; activation, % at 20 µM; 0.33% of 330,000 active; AID 463104;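 active = versus positive control, 20 µM dose yields 30% or more activation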;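 also: 100% = tunicamycin at 10 µg/mL and 0% = DMSO only wells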
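Material: CHO-XBP1 cells stably carrying IRE1-XBP1-driven luciferase reporter / Amount: 1000 cells per well / Compound: 20 µM, 1% DMSO / Times: 6 h treatment, 37 °C / Detection: luciferase luminescence / Measure: % activation of reporter signal versus tunicamycin and DMSO controls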
APJ antag: blocks the human apelin receptor APJ. AID 2521. CHO-K1 APJ beta-arrestin complementation, luminescence. 0.32% of 330,000 active. inhibition, % at 20 µM;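 active = inhibition above about 40% at 20 µM, limit read from the data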;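 also: cells challenged with 10 nM apelin-13 agonist together with compound; plate controls were apelin-13 plus DMSO wells for no effect and DMSO wells lacking apelin-13 for full effect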
Target sequence (P35414 whole entry, looked up): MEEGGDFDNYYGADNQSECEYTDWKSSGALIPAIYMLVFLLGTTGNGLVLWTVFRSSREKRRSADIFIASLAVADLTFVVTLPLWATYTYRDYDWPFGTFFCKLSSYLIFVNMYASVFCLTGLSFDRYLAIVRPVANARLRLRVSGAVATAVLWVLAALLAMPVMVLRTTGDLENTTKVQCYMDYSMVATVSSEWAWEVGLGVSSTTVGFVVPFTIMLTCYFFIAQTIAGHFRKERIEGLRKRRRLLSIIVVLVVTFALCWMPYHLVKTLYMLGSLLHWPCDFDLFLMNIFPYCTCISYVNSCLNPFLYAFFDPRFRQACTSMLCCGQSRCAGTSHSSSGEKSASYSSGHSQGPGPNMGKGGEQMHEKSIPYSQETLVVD
EBI2 block: EBI2 (human) antagonism | P32249 | EBI2 beta-arrestin recruitment, luminescence, 7a,25-OHC stimulated | inhibition, % at 5 µM | 0.81% of 360,000 active | AID 651636; in the data active = inhibition above about 38%;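 also: enzyme fragment complementation signal reports receptor beta-arrestin coupling in cells; 0% = agonist plus DMSO wells and 100% = wells without agonist; some results beyond the cut were filed as inactive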
CCR6 antagonist: CCR6 (human) receptor antagonism; P51684; CHO-K1 CCR6 PathHunter beta-arrestin, luminescence, CCL20-stimulated; inhibition, % at 20 µM; 0.49% of 340,000 active;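 active = compounds whose inhibition of the agonist-driven luminescence signal at 20 µM reaches about 50%, limit read from the data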;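 also: cells stimulated with CCL20 at 14 nM final; plate controls were DMSO with CCL20 for no effect and DMSO without agonist for full effect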
Target sequence (P51684 whole entry, looked up): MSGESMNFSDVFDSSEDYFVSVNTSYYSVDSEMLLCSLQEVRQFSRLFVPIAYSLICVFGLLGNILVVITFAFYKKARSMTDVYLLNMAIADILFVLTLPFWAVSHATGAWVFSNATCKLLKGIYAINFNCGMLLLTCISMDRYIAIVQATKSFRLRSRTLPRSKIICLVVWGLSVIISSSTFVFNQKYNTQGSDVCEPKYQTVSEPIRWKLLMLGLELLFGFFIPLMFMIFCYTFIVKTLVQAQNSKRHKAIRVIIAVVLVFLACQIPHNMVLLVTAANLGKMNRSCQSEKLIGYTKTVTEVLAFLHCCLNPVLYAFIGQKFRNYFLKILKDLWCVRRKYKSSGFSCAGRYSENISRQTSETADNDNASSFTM
CXCR6 inh: blocks human CXCR6 beta-arrestin recruitment; CHO-K1 PathHunter CXCR6 beta-arrestin, luminescence; inhibition, % at 20 µM; 0.36% of 360,000 active; AID 602244; in the data active = inhibition above about 34%, passing the limit was not always enough;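 also: antagonist mode with CXCL16 agonist at 10 nM final; 0% = 10 nM CXCL16 with DMSO and 100% = unstimulated wells without agonist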
Target sequence (O00574 whole entry, looked up): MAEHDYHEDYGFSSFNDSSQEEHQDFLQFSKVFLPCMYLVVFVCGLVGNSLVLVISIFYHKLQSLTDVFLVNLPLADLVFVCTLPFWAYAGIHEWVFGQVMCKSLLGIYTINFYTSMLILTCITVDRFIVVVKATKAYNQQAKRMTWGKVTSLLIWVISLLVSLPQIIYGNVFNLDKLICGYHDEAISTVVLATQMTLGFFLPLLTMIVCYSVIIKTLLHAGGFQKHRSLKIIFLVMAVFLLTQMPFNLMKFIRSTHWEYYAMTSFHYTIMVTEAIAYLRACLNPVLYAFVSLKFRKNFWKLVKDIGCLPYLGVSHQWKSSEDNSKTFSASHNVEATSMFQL
Mdm2-MdmX inh: disrupts the human Mdm2-MdmX interaction; SaOS-2 split-luciferase Mdm2/MdmX complementation, luminescence; 3% of 330,000 active; O15151+Q00987; inhibition, % at 8 µM;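 active = inhibition of at least 50% at 8 µM in the primary screen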
APJ agonist: activates the human apelin receptor APJ; P35414; CHO-K1 APJ PathHunter beta-arrestin, luminescence; 0% DMSO wells, 100% apelin; activation, % at 20 µM; 0.11% of 330,000 active; AID 2520;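 active = activation more than six SD over the plate average, tested at 20 µM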;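 also: 0% = DMSO alone and 100% = apelin-13 at 10 nM; some results filed as inactive read as strong as hits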
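Assay system: CHO-K1 cells stably expressing ProLink-tagged human APJ and arrestin–beta-gal acceptor. Compound dosing: 20 µM single point, 1% DMSO. Times: 16-18 h seeding, 90 min dark compound exposure, 60 min detection. Detection: beta-gal luminescence. Evaluation: APJ–arrestin association signal. Controls: negative DMSO alone, positive Apelin-13 at 10 nM.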
* marks the source's active call; other numbers are inactive results; · = no result given. These rows are one share of the data, so the mix of outcomes need not match the whole.

item	SMILES	EBI2 block	CHOP UPR activ	Mdm2-MdmX inh	CXCR6 inh	APJ antag
1	Cc1cc(C)n(-c2ccc(F)cc2CN2CCN(Cc3ccccc3)C(CCO)C2)n1 (stereo unspecified)	9	1.8	-12	0	-7
2	CCn1c(C)nc2c(=O)oc3ccccc3c21	-5	0.9	6	-3	5
3	Cc1cc(=O)oc(C)c1C(=O)O	-7	0.8	-17	-9	-6
4	COc1ccccc1COc1ccc2c(C)c(CC(=O)O)c(=O)oc2c1C	5	-0.4	-8	-14	12
5	COc1cccc(-c2nc3n(n2)C(c2ccccc2Cl)C(C(N)=O)=C(C)N3)c1 (stereo unspecified)	-2	-2.7	17	0	19
6	COc1ccc2c(CC(=O)N3CCN(S(=O)(=O)c4ccc(F)cc4)CC3)coc2c1	18	-1.2	-25	5	-13
7	O=C(CSCCNS(=O)(=O)c1ccccc1)Nc1ccccc1	1	-0.4	-24	-4	-11
8	OC(CNCc1ccc(F)cc1)(c1ccc(F)cc1)c1ccc(F)cc1	-9	-0.9	27	-6	11
9	CSc1nsc(NC(=O)Nc2ccccc2)n1	-3	6.8	-31	-4	-29
10	CC(C)NC(=O)c1onc(CSc2nc3ccccc3[nH]2)c1C(=O)NC(C)C	-2	-0.3	16	-7	-87

item	APJ agonist	tim23-1 inh	CCR6 antagonist	UPR XBP1 act
1	-4	-1	15	0
2	-3	5	10	0
3	1	11	6	-1
4	-3	20	16	8
5	-3	0	8	2
6	-2	30	-22	0
7	-1	-5	16	-3
8	-2	16	10	-1
9	3	5	0	1
10	1	24	5	0

Additional results.
item	SMILES	EBI2 block	CHOP UPR activ	Mdm2-MdmX inh	CXCR6 inh	APJ antag
11	COc1cc(C(=O)N/C(=C\c2cn(S(=O)(=O)N(C)C)c3ccccc23)C(=O)N2CCCC2)cc(OC)c1OC	-3	2.9	18	0	12
12	COc1ccc(OCCC(=O)OCC(=O)NC(=O)NC(C)C)cc1	-12	-0.7	17	-5	9
13	CNc1snc(C)c1C(=O)OC(C)C(=O)Nc1ccccc1 (stereo unspecified)	-16	5.0	30	7	-1
14	Cc1ccc(S(=O)(=O)N/N=C/c2ccc(OCC(=O)Nc3ccccc3Cl)cc2)cc1	-1	0.4	-24	1	-12
15	NNC(=S)Nc1cccc(-c2n[nH]c(=S)o2)c1	25	1.0	26	1	-7
16	Cc1ccc(C(=O)NCCc2nnc(SCC(=O)Nc3cccc(C(=O)O)c3)n2C)cc1	-7	0.7	-18	5	-6
17	Cc1cc(C(=O)OCC(=O)NCCc2ccccc2)c2ccccc2n1	-3	0.3	-8	3	4
18	COc1ccc(S(=O)(=O)N2CCCC(C(=O)NCc3ccncc3)C2)cc1 (stereo unspecified)	6	-2.7	-8	-1	-6
19	CC(=O)Nc1ccc(S(=O)(=O)N2CCN(C(=O)N3CCCCC3)CC2)cc1	-6	1.0	-8	-7	8
20	CC(CCc1ccccc1)NC(=O)CN1CCN(Cc2ccccc2)C1=O (stereo unspecified)	-5	-0.8	21	-14	8

item	APJ agonist	tim23-1 inh	CCR6 antagonist	UPR XBP1 act
11	-2	-3	12	-1
12	-1	8	19	-2
13	-3	10	3	-2
14	-2	13	0	-3
15	-3	8	17	-4
16	-6	-6	-2	0
17	-3	11	4	-3
18	-5	-26	-14	0
19	1	-1	5	-2
20	-7	6	-1	1

Next section:
item	SMILES	EBI2 block	CHOP UPR activ	Mdm2-MdmX inh	CXCR6 inh	APJ antag
21	CN(C)NC(=O)C(NC(=O)c1ccc(N)cc1)C12CC3CC(CC(C3)C1)C2 (stereo unspecified)	2	-1.3	-23	6	-2
22	O=C1c2ccccc2C(=O)N1OCCOCCOCCBr	-11	-1.8	-12	-1	7
23	Cn1cc(CNC(=O)Nc2ccc3c(c2)OCO3)cn1	2	3.3	11	-2	-15
24	O=C(NCCCCc1ccccc1)Nc1ccc(F)cc1F	13	3.6	-12	-4	8
25	COc1ccc(-c2nn(-c3ccccc3C)cc2CNCCc2cnc[nH]2)cc1F	-2	0.3	8	5	-1
26	Cc1ccc(S(=O)(=O)NCc2csc(C)n2)cc1	-11	1.1	5	2	16
27	COc1cc(CCC(=O)Nc2nccs2)cc(OC)c1OC	-6	-1.1	-19	7	-12
28	COc1ccc(-c2nc(NC(=O)c3c(C)noc3C)sc2C)cc1	2	0.0	13	-5	23
29	Cc1cccc(Cn2c(=O)n(Cc3ccco3)c(=O)c3ccccc32)c1	61*	0.6	16	14	14
30	O=C(CSc1nnc(-c2ccncc2)n1-c1ccccc1)N1CCN(c2ccc(Cl)cc2)CC1	0	-4.9	1	2	7

item	APJ agonist	tim23-1 inh	CCR6 antagonist	UPR XBP1 act
21	-3	9	10	-2
22	2	1	-6	-3
23	0	-7	3	3
24	7	-4	5	-1
25	-5	-8	21	-1
26	0	16	10	0
27	-2	18	12	-6
28	-1	18	9	-4
29	-2	47	33	-4
30	-2	-4	6	0

(more compounds)
item	SMILES	EBI2 block	CHOP UPR activ	Mdm2-MdmX inh	CXCR6 inh	APJ antag
31	Cc1[nH]n(-c2ccccc2)c(=O)c1N=Nc1ccccc1C(=O)N1CCCCC1	-6	-0.9	36	9	14
32	CN(C)c1ccc(C(=O)C(=O)c2ccccc2)cc1	-5	3.7	-5	4	0
33	N#C/C(=C/c1ccccc1)C(=O)OCC(=O)Nc1ccccc1[N+](=O)[O-]	-9	-1.6	2	-7	-3
34	Fc1ccc2c(c1)C(c1ccncc1)=NNC(c1cccnc1)=N2	-1	-2.9	13	-8	2
35	C=CCSC1=N/C(=C/c2ccsc2)C(=O)N1c1ccccc1	1	2.3	-21	3	16
36	O=C(NCC(c1ccco1)N1CCN(c2ccccc2)CC1)c1ccco1 (stereo unspecified)	-7	3.5	4	11	2
37	O=C(Nc1cccc(S(=O)(=O)N2CCCCC2)c1)Nc1ccc(Cl)cc1Cl	26	1.5	88*	-2	2
38	O=C(Nc1ccc(-c2noc(-c3ccccc3F)n2)cc1)c1cccs1	-9	4.5	6	-1	-1
39	CC1CCCC(C)N1S(=O)(=O)c1ccc(NC(=O)c2ccccc2C(=O)N2CCOCC2)cc1 (stereo unspecified)	8	-2.4	24	-4	2
40	CCOc1cccc(N(C(=O)C2COc3ccccc3O2)C(C(=O)NC2CCCCC2)c2ccc(O)cc2)c1 (stereo unspecified)	25	-1.0	-2	7	14

item	APJ agonist	tim23-1 inh	CCR6 antagonist	UPR XBP1 act
31	-2	48	24	-1
32	-1	9	19	4
33	-1	4	-3	-1
34	-2	-3	-4	3
35	2	30	5	1
36	0	-10	1	-1
37	-1	44	6	9
38	-3	-8	0	-1
39	-1	26	6	-4
40	1	-15	5	2

Sorted by formula weight (falling): part of the list above
item	SMILES	EBI2 block	CHOP UPR activ	Mdm2-MdmX inh	CXCR6 inh	APJ antag
11	COc1cc(C(=O)N/C(=C\c2cn(S(=O)(=O)N(C)C)c3ccccc23)C(=O)N2CCCC2)cc(OC)c1OC	-3	2.9	18	0	12
30	O=C(CSc1nnc(-c2ccncc2)n1-c1ccccc1)N1CCN(c2ccc(Cl)cc2)CC1	0	-4.9	1	2	7
39	CC1CCCC(C)N1S(=O)(=O)c1ccc(NC(=O)c2ccccc2C(=O)N2CCOCC2)cc1 (stereo unspecified)	8	-2.4	24	-4	2
37	O=C(Nc1cccc(S(=O)(=O)N2CCCCC2)c1)Nc1ccc(Cl)cc1Cl	26	1.5	88*	-2	2
1	Cc1cc(C)n(-c2ccc(F)cc2CN2CCN(Cc3ccccc3)C(CCO)C2)n1 (stereo unspecified)	9	1.8	-12	0	-7
22	O=C1c2ccccc2C(=O)N1OCCOCCOCCBr	-11	-1.8	-12	-1	7
23	Cn1cc(CNC(=O)Nc2ccc3c(c2)OCO3)cn1	2	3.3	11	-2	-15
15	NNC(=S)Nc1cccc(-c2n[nH]c(=S)o2)c1	25	1.0	26	1	-7
3	Cc1cc(=O)oc(C)c1C(=O)O	-7	0.8	-17	-9	-6

item	APJ agonist	tim23-1 inh	CCR6 antagonist	UPR XBP1 act
11	-2	-3	12	-1
30	-2	-4	6	0
39	-1	26	6	-4
37	-1	44	6	9
1	-4	-1	15	0
22	2	1	-6	-3
23	0	-7	3	3
15	-3	8	17	-4
3	1	11	6	-1

(cont.)
item	SMILES	EBI2 block	CHOP UPR activ	Mdm2-MdmX inh	CXCR6 inh	APJ antag
41	c1ccc2[nH]c(SCc3cscn3)nc2c1	0	3.5	-41	-10	3
42	O=C(c1cnccn1)N1CCN(c2ccccc2F)CC1	-4	0.4	8	-3	-25
43	COc1ccc(N=C2S/C(=C\c3ccc(Cl)c([N+](=O)[O-])c3)C(=O)N2CCN(C)C)cc1	62*	26	100*	17	19
44	CC(C)n1nccc1N(Cc1ccc(Cl)cc1)S(=O)(=O)c1ccccc1	29	-2.4	19	4	4
45	N#CCCN(C(=O)Nc1ccc(Cl)cc1)c1ccccc1	-14	-1.4	-3	2	9
46	C/C(=N\NC(=O)COc1ccc(C(C)(C)C)cc1)c1ccc(-n2ccnc2)cc1	12	3.9	12	73*	-31
47	C=CCn1c(SCc2cc(=O)n3ccsc3n2)nc2cc(Cl)ccc2c1=O	8	-1.7	5	-4	14
48	C=CCn1c(C)cc(C(=O)COC(=O)c2n[nH]c(=O)c3ccccc23)c1C	-1	0.0	37	-6	6
49	Cn1nc(C(F)(F)F)c(-c2cccc(C(F)(F)F)c2)c1NC(=O)Nc1ccc(F)cc1	9	1.7	36	-13	-15
50	O=C(O)COc1ccc(Cl)cc1CO	·	1.1	18	·	4

item	APJ agonist	tim23-1 inh	CCR6 antagonist	UPR XBP1 act
41	9	7	-3	3
42	-2	1	-2	-1
43	0	60*	25	27
44	-5	34	18	15
45	-3	15	-3	-2
46	-1	-9	-2	0
47	-3	55*	19	2
48	0	11	3	-6
49	-1	-11	-5	0
50	-5	-14	7	-1

Next part:
item	SMILES	EBI2 block	CHOP UPR activ	Mdm2-MdmX inh	CXCR6 inh	APJ antag
51	CN1C(=O)N(c2ccccc2)C(Nc2nncs2)C1(C)C (stereo unspecified)	-8	-1.0	13	-8	11
52	CC(C(=O)N1CCN(C(=O)c2ccco2)CC1)n1sc2ccccc2c1=O (stereo unspecified)	-7	1.1	21	-11	2
53	Cc1ccc(-c2cc(C(=O)NN)n[nH]2)o1	2	2.3	-13	-11	-33
54	Clc1cc(Cl)c2nc(N3CCCCC3)sc2c1	3	4.8	-187	-1	-7
55	CC(NC(=O)C1CCN(C(=O)c2ccc(F)cc2)CC1)c1ccc(-n2ccnc2)cc1 (stereo unspecified)	-9	0.6	-14	6	9
56	O=C(CSc1nc(-c2ccccc2)cs1)N1CCc2ccccc21	-15	2.6	24	7	13

item	APJ agonist	tim23-1 inh	CCR6 antagonist	UPR XBP1 act
51	-1	17	3	-1
52	-2	20	4	-2
53	-1	15	-5	0
54	-5	23	19	1
55	-3	-16	7	2
56	-4	-4	13	-1
